# hcGAS lum – Primary biochemical luminescence assay for human cyclic GMP-AMP synthase inhibitors; Q8N884; recombinant h-cGAS, ATP depletion, Kinase-Glo luminescence; AID 1259398, 2018; inhibition, % at 12.5 µM; 0.081% of 290,000 active;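 also: 0% = vehicle reaction and 100% = reaction without DNA for no activity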
# Target sequence (Q8N884 whole entry, looked up): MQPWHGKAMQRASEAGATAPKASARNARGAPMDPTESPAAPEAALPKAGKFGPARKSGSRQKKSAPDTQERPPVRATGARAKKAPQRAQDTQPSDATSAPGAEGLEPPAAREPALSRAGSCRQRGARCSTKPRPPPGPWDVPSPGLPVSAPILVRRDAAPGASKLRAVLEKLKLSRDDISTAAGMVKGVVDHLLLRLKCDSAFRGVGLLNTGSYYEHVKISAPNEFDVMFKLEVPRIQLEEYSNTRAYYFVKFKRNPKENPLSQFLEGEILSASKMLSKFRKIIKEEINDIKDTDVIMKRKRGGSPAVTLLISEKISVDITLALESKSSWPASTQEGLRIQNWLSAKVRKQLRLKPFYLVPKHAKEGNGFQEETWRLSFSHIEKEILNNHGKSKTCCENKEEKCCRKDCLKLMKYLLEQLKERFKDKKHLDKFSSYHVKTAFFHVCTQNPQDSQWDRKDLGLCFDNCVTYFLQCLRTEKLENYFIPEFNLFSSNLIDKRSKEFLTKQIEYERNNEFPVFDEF
# NPYLR7 agonist – agonists of mosquito NPYLR7 receptor, primary screen, cell-based, Aedes aegypti, calcium fluorescence, mosquito biting behavior; 0.15% of 270,000 active; Aedes aegypti neuropeptide Y-like receptor 7 (NPYLR7); HEK293T NPYLR7/Galpha15, GCaMP6s calcium fluorescence; activation, % at 10 µM; in the data active = activation above about 40%;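 also: 0% = vehicle and 100% = reference agonist at the receptor; some compounds past the cut are filed as inactive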
# mcGAS inh – cyclic GMP-AMP synthase inhibitors, mouse, primary biochemical chemiluminescence | AID 1259399, 2018 | recombinant cGAS, Kinase-Glo ATP depletion luminescence | 0.15% of 160,000 active | inhibition, % at 12.5 µM | Q8C6L5;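 also: 0% = negative control wells and 100% = reference inhibitor with no enzyme activity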
# * = called active by the depositor; · = no result given. Rule as the data show it, unless noted: active = inhibition above about 40%; inactive = the rest.
SMILES,hcGAS lum,NPYLR7 agonist,mcGAS inh
Cc1nc2cc3ccccc3cc2c(=O)n1/N=C\N(C)C,-1,5,2
CCCN(Cc1cnn(C)c1)S(=O)(=O)/C=C/c1ccccc1,-6,4,·
CCn1ncnc1-c1c(-c2ccccc2)ncn1CCc1nc(C(C)C)no1,-6,21,·
C=C1c2ccccc2NC(=S)N1C,-4,-6,-5
O=C(c1cccc(-c2cc3ccccc3oc2=O)c1)N1[C@H]2CCNC[C@@H]1CC2,-2,-1,·
CC(C)NC(=S)N=Nc1c(O)n(Cc2ccccc2)c2ccccc12,-6,7,-6
CSc1ccc(CNC(=O)NCc2csc(N(C)C)n2)cc1,-12,4,-18
CCn1c(C2CCCNC2)nn(Cc2ccc(C(=O)NC)o2)c1=O (stereo not given),-2,2,-17
O=S(=O)(NC1CCCCC1Sc1ccccn1)c1ccccc1 (stereo not given),-6,3,-4
O=C(c1ccco1)N1CC(=O)N2C3CCC(O)(CC3)C2C1 (stereo not given),-3,25,-8
CC(C)(C)Nc1c(-c2cccc(Cl)c2)nc2ccc(Cl)cn12,-7,7,-6
Cc1nn(CCC#N)c(C)c1[C@H]1C=C[C@@H](OC(=O)Nc2cccc(C(F)(F)F)c2)C1,-4,-8,-7
Cc1oc(-c2cccc(Cl)c2)nc1CN(C)Cc1nccn1C,-8,-5,-12
Cc1nc(CN2CCN(C(=O)c3cn(CCCc4ccccc4)nn3)CC2)cs1,-9,1,·
O=C(NCC1CCCO1)c1coc(CN(CCc2c[nH]c3ccccc23)Cc2cccc(C(F)(F)F)c2)n1 (stereo not given),-2,·,-4
CN1CCCC(N2CCN(CC(=O)N(C3CCCC3)C3CC3)CC2)C1 (stereo not given),-10,-2,·
Cc1ccc(-n2nnc3c(=O)n(Cc4ccccc4Cl)cnc32)cc1C,-10,0,-9
CCN1CCN(c2nc(N(C)C)nc(N)c2[N+](=O)[O-])CC1,-4,1,-10
COc1cc(OC)cc(-n2c(CCC(=O)NCc3cccc(Cl)c3)cc3c2-c2ccccc2CC3)c1,-1,23,-5
CCC(=O)NCc1ccccc1-c1ccnc2c1ccn2C,2,23,·
C=CC(=O)NCC1Cc2cc(C(C)(C)C)ccc2O1 (stereo not given),6,3,2
C=CCN(Cc1csc(COc2ccc(C)c(C)c2)n1)C(=O)c1cccc(OC)c1,-2,-5,-7
Cc1cccc(NS(=O)(=O)c2c(Cl)cccc2Cl)c1,-17,5,·
CC1CCN(C(=O)Cn2cc(SCC(=O)N3CCCc4ccccc43)c3ccccc32)CC1,1,-3,-3

# As entered above.
# hcGAS lum result of `C=CCN(Cc1csc(COc2ccc(C)c(C)c2)n1)C(=O)c1cccc(OC)c1` = -2
# mcGAS inh result of `O=C(NCC1CCCO1)c1coc(CN(CCc2c[nH]c3ccccc23)Cc2cccc(C(F)(F)F)c2)n1` (stereo not given) = -4

# More structures
SMILES,hcGAS lum,NPYLR7 agonist,mcGAS inh
COCc1cc(CNC(=O)[C@H](N)c2ccccc2)[nH]n1,-6,-6,·
Cc1nonc1CN(C)C(=O)CCNC(=O)c1ccccc1F,0,-1,·
Cc1ncsc1CCC(=O)N(C)C1CCCN(C2Cc3ccccc3C2)C1 (stereo not given),-9,1,·
Nc1c(C(=O)C2CC2)sc2nc3c(cc12)CCCC3,-3,2,·
CCCN(CC(=O)Nc1cc(-c2ccccc2)nn1-c1ccc(Cl)cc1)C(=O)Nc1cc(OC)cc(OC)c1,-8,0,-5
COc1ccccc1CCNC(=O)C1CCC(c2ccc(F)cc2)N(C(=O)NC(C)C)C1 (stereo not given),-5,·,-6
COc1ccc(OCCOc2ccccc2C#N)cc1,-8,6,·
CCOC(=O)C1=C(CC)NC2=C(C(=O)CC(C)(C)C2)C1c1ccccc1 (stereo not given),-3,5,·
CNc1nc(N2CC(c3ccncc3)C2)nc2c1CCC2,-7,13,·
NC(=O)c1cnn2c1NC(c1cccs1)CC2C(F)(F)F (stereo not given),-1,2,-3
COC(=O)Cc1c(-c2ccccc2)c2cc(Br)ccc2[nH]c1=O,11,-1,·
Cc1c(C(=O)N2CCN(C(c3ccccc3)c3ccccc3)CC2)cc(-c2ccc(F)cc2)n1-c1ccccc1Cl,4,-1,-2

# Brought forward from above: six compounds, then new ones.
SMILES,hcGAS lum,NPYLR7 agonist,mcGAS inh
COc1ccc(OCCOc2ccccc2C#N)cc1,-8,6,·
CCOC(=O)C1=C(CC)NC2=C(C(=O)CC(C)(C)C2)C1c1ccccc1 (stereo not given),-3,5,·
CNc1nc(N2CC(c3ccncc3)C2)nc2c1CCC2,-7,13,·
NC(=O)c1cnn2c1NC(c1cccs1)CC2C(F)(F)F (stereo not given),-1,2,-3
COC(=O)Cc1c(-c2ccccc2)c2cc(Br)ccc2[nH]c1=O,11,-1,·
Cc1c(C(=O)N2CCN(C(c3ccccc3)c3ccccc3)CC2)cc(-c2ccc(F)cc2)n1-c1ccccc1Cl,4,-1,-2
O=C(Cn1ccnc1-c1ccnc(N2CCSCC2)c1)NCc1ccc(F)cc1,-1,-9,·
Cc1cccc(CSc2nnc(CNC(=O)c3ccc([N+](=O)[O-])cc3Cl)n2-c2ccc(Cl)cc2Cl)c1,-8,5,-6
CC1CCN(CCCNC(=O)CCc2nc3sc4c(c3c(=O)[nH]2)CCCC4)CC1,-2,0,·
c1ccc(-c2cc(NC3CCCC3)nc3ccccc23)cc1,-4,7,·
C=CCOc1cccn2c(N(C)Cc3cccs3)c(C)nc12,-3,26,-2
CCOc1ccc(-c2ccc(=O)n(CCNS(=O)(=O)c3cccs3)n2)cc1,-6,2,-9
FC(F)(F)c1cnc(NCC2CCC3(CC2)OCCO3)c(Cl)c1,-5,5,-5
CN1CCN(c2cc(N(C)Cc3cc4cc(F)ccc4[nH]3)nc(N)n2)CC1,-5,13,-9
CC(=O)c1c(C)nn(CC(=O)N2Cc3cnc(C(C)(C)C)nc3C2)c1C,-5,5,-18
CCOc1cccc(NC(=O)C2CC(=O)N(C)C(=Nc3ccccc3OC)S2)c1 (stereo not given),0,0,-1
Cc1cc(C)n2c(NCc3ccccc3)c(-c3ccc(F)cc3)nc2c1,4,4,0
CCn1c(CO)cnc1SCc1cc(C)ccc1C,-3,9,·
Cn1cccc1CN1CCC(C2CCN(S(C)(=O)=O)CC2)C1 (stereo not given),-9,·,-5
COc1ccc(/C=C2/C(=O)N(c3ccc(Cl)c(Cl)c3)N=C2C)cc1Br,-5,6,-2
CN(Cc1ccc(Br)cc1)C(=O)c1ccc[nH]1,-3,1,·
CC(C)NC(=O)NC(=O)C(C)SC1=Nc2ccccc2CS1 (stereo not given),-1,-4,-1
CCSc1nc(NCC(C)C)c2cnn(CCNC(=O)c3cc4ccccc4o3)c2n1,1,2,-8
CC[S+](CC)c1c(O)n(C2CCCCC2)c(=O)[nH]c1=O,5,·,0
COc1ccc(NC2CC(=O)N(c3ccc(OC)cc3)C2=O)cc1 (stereo not given),5,-8,-1
CC(=O)NC(Cc1ccccc1F)C(=O)N1CCOC(COCc2ccccc2F)C1 (stereo not given),-7,28,·
O=C(O)c1cccnc1SC1CC(=O)N(c2cccc([N+](=O)[O-])c2)C1=O (stereo not given),0,-9,-5
COC(=O)c1cccc(C(=O)NC2CCN(C)C2=O)n1 (stereo not given),2,8,·
Cc1nccn1-c1ccccc1CNC1CCc2ccccc2C1 (stereo not given),-7,5,·
Cc1ccc(NC(=O)N(Cc2c(-c3ccccc3F)noc2N2CCOCC2)C2CC2)cc1,-5,·,-5
CCCCCCCCCCCCCC(=O)Nc1ccc(N2CCCC2)c(C(=O)NCC2CCCO2)c1 (stereo not given),-1,-2,-3
CCCCOC(=O)c1ccc(NC(=O)c2cc(=O)c(OC)c[nH]2)cc1,-12,2,·
Cc1ccc(NC(=O)CC(=O)NCCN2CCCCC2CO)cc1Cl (stereo not given),-6,5,·
COC(=O)c1ccc2oc(=O)n(C3CCN(C(=O)/C=C/c4ccc(OC)c(OC)c4Cl)CC3)c2c1,-4,19,-8
CCOC(=O)CC1COCCN1Cc1cn(-c2ccccc2)nc1-c1cccc(OC)c1 (stereo not given),-11,9,·
COc1ccccc1/C=C1/N=C(c2ccc(C)c(C)c2)OC1=O,-3,-5,·
COCC1(C(=O)N[C@H]2CN(c3ccnc(C)c3)C[C@@H]2C2CC2)CCC1,1,·,-4
N#CC1=C(N)OC2=C(C(=O)CCC2)C12CCCC2,-6,1,-7
CCC(NC(=O)CNC)c1nc(C)c(C)s1 (stereo not given),-8,-1,-15
CC1CCc2ccccc2N1CC(=O)Nc1ccc(S(C)(=O)=O)cc1 (stereo not given),0,8,-1
Cc1nc2scc(C)n2c(=O)c1NC(=O)C1CCCCC1,-1,29,-4
CCOC(=O)C(CC)n1cnc2c(nnn2-c2ccccc2)c1=O (stereo not given),-3,10,·

# 7 of the compounds above, with two lines to a compound.
# Fields: hcGAS lum, NPYLR7 agonist, mcGAS inh
> CCOC(=O)CC1COCCN1Cc1cn(-c2ccccc2)nc1-c1cccc(OC)c1 (stereo not given)
    -11, 9, ·
> COc1ccccc1/C=C1/N=C(c2ccc(C)c(C)c2)OC1=O
    -3, -5, ·
> COCC1(C(=O)N[C@H]2CN(c3ccnc(C)c3)C[C@@H]2C2CC2)CCC1
    1, ·, -4
> N#CC1=C(N)OC2=C(C(=O)CCC2)C12CCCC2
    -6, 1, -7
> CCC(NC(=O)CNC)c1nc(C)c(C)s1 (stereo not given)
    -8, -1, -15
> CC1CCc2ccccc2N1CC(=O)Nc1ccc(S(C)(=O)=O)cc1 (stereo not given)
    0, 8, -1
> Cc1nc2scc(C)n2c(=O)c1NC(=O)C1CCCCC1
    -1, 29, -4

# Record cards, as listed above. Screens in order: hcGAS lum, NPYLR7 agonist, mcGAS inh
# COc1ccc(/C=C2/C(=O)N(c3ccc(Cl)c(Cl)c3)N=C2C)cc1Br as listed: -5, 6, -2
# Cc1nc2cc3ccccc3cc2c(=O)n1/N=C\N(C)C as listed: -1, 5, 2

# The list continues.
SMILES,hcGAS lum,NPYLR7 agonist,mcGAS inh
COc1cccc(NC(=O)C(C2CCCC2)N2CCN(C(=O)c3ccc(Cl)cc3)CC2)c1 (stereo not given),-9,5,-6
O=C(c1ccccc1Cl)N1CCN(C(c2ccccc2)c2ccc(Br)cc2)CC1 (stereo not given),-5,-7,-4
COCCNC(=O)c1cccc(-c2nc3c(NCC(C)C)nccc3[nH]2)c1,-6,-5,-7
CCCCCC(=O)N1CCN(c2nccc(-c3cc(OC)c(OC)c(OC)c3)n2)CC1,-2,5,-7
CCOC(=O)C1CCCN(Cc2oc(CO)cc(=O)c2O)C1 (stereo not given),-4,9,·
CN(CCOc1ccccc1)C(=O)c1ccc(CC2CCCNC2)cc1 (stereo not given),-5,3,-16
CCOC(=O)c1cc(-c2ccc(N3CCN(C(=O)c4cccc(C#N)c4)CC3)cc2)n(-c2ccc(F)cc2)n1,-4,26,-6
CCOC(=O)c1cc(-c2cccc(NC(=O)COc3cccc(Cl)c3)c2)n(-c2cccc(C)c2)n1,2,-8,1
COc1ccc(C)cc1NC(=O)CCCN1C(=O)NC2(CCCC2)C1=O,-2,-8,·
O=C1[C@H]2C(c3ccccc3)=NN(c3ccccc3)[C@H]2C(=O)N1c1ccccc1,-2,4,-1
O=C(Oc1ccc2ccccc2c1)C(Cc1ccccc1)N1C(=O)C2C3CCC(C3)C2C1=O (stereo not given),-1,6,-7
O=C(COC(=O)C=Cc1ccc(I)o1)NCc1ccco1,-3,-2,·
Cc1cccc(-c2nc(N)nc3c2CN(C(=O)CCn2cnnn2)C3C)c1 (stereo not given),4,6,·
COc1cccc(-c2cc(C(=O)N3CCN(C/C=C/c4ccccc4)CC3)n(-c3cc(C)ccc3C)n2)c1,-7,-3,-6
OCC#CCSc1ncnn1-c1ccccc1,1,22,·

# High-throughput results deposited in PubChem by Fisher Drug Discovery Resource Center.
